Growth percent in the NCI-60 one-dose screen (48 h, 10 µM unless noted): 100 = growth as untreated, 0 = no growth, -100 = all killed.
CAKI-1 = CAKI-1 renal cancer; hit rate 4.7% among 75,000
TK-10 = TK-10 renal cancer cells. hit rate 3.9% among 81,000
SN12C = SN12C renal cancer cells; hit rate 3.8% among 81,000; AID 1794767
ACHN = ACHN renal cancer; hit rate 4.9% among 81,000; AID 1794771
NCI/ADR-RES = NCI/ADR-RES ovarian cells; hit rate 4.4% among 81,000
IGROV1 = IGROV1 ovarian cancer | hit rate 4.7% among 79,000 | AID 1794786
UO-31 = UO-31 renal cancer. AID 1794768. hit rate 5.2% among 81,000
786-0 = 786-0 renal cancer cells; AID 1794775; hit rate 5.1% among 81,000
An asterisk follows results filed as active; & = joins results of further samples. How the source made its calls: active means growth percent below 10; inactive means the rest.

For Nc1nc(-c2ccc([N+](=O)[O-])cc2)cc(=O)[nH]1 the results were CAKI-1 95, TK-10 96, SN12C 107, ACHN 102, NCI/ADR-RES 101, IGROV1 115 and UO-31 82.
Screening COc1ccc(CNC2CCCCC2)cc1OC returned CAKI-1 100, TK-10 102, SN12C 103, ACHN 107, NCI/ADR-RES 113, IGROV1 124, UO-31 93 and 786-0 102.
`COC(=O)c1nc(-c2ccc(C)cc2)oc1N1CCCCC1` gave CAKI-1 93, TK-10 80, SN12C 99, ACHN 99, NCI/ADR-RES 98, IGROV1 94, UO-31 71 and 786-0 82.
O=c1c(N2CCOCC2)c(N2CCOCC2)c1=O was read as CAKI-1 103, TK-10 104, SN12C 101, ACHN 97, NCI/ADR-RES 105, IGROV1 109, UO-31 82 and 786-0 99.
For Cn1c(=O)c2c(-c3ccccc3)nc3ccc(Cl)cc3c2n(C)c1=O the results were CAKI-1 108, TK-10 103, SN12C 98, ACHN 104, NCI/ADR-RES 101, IGROV1 110, UO-31 89 and 786-0 106.
For C[N+](C)(C)CCNC(=O)c1ccccc1OCc1ccccc1 the results were CAKI-1 98, TK-10 102, SN12C 88, ACHN 99, NCI/ADR-RES 102, IGROV1 101, UO-31 86 and 786-0 98.
For O=C(N/N=C/c1cc(Cl)ccc1O)C(=O)N/N=C/c1cc(Cl)ccc1O the results were CAKI-1 37, TK-10 76, SN12C 79, ACHN 53, NCI/ADR-RES 44, IGROV1 50, UO-31 48 and 786-0 65.
For CC(C)(C)c1cc(NC(=O)Nc2ccc(-c3cn4c(n3)sc3cc(OCCN5CCOCC5)ccc34)cc2)no1 the results were CAKI-1 13&30, TK-10 45&24, SN12C 19&16, ACHN 27&12, NCI/ADR-RES 23&52, IGROV1 38&48, UO-31 28&11 and 786-0 7.8*.
For COc1cc(OC)c(/C=C/C(=O)c2c(N)cc(OC)cc2OC)c(OC)c1 the results were CAKI-1 12, TK-10 44, SN12C 37, ACHN 37, NCI/ADR-RES -16*, IGROV1 33, UO-31 44 and 786-0 35.
Cc1cc(C)nc(NS(=O)(=O)c2ccc(NC(=O)c3ccc(-n4c(=O)[nH]c5ccccc5c4=O)cc3)cc2)n1 was read as CAKI-1 104, TK-10 96, SN12C 104, ACHN 110, NCI/ADR-RES 107, IGROV1 109, UO-31 91 and 786-0 101.
`COc1ccc2c(c1)c(-c1cc3nc(-c4cn(C)c5ncc(Br)cc45)cc(N)n3n1)cn2C` gave CAKI-1 -40*, TK-10 -41*, SN12C -75*, ACHN -92*, NCI/ADR-RES -30*, IGROV1 -26*, UO-31 -58* and 786-0 -95*.
For O=C1c2ccccc2OC=C(c2ccccc2)N1CCCCNc1ccc(F)cc1 the results were CAKI-1 86, SN12C 77, ACHN 97, NCI/ADR-RES 86, IGROV1 82, UO-31 53 and 786-0 68.
For COc1cc2c(c(OC)c1OC)-c1cc(I)c(O)cc1[C@@H](NC(C)=O)CC2 the results were CAKI-1 31, TK-10 67, SN12C 39, ACHN 28, NCI/ADR-RES 25, IGROV1 -3.8*, UO-31 25 and 786-0 30.
Screening Cc1cc(C)c([N+](=O)[O-])c(C)c1 returned CAKI-1 108, TK-10 139, SN12C 106, ACHN 99, NCI/ADR-RES 107, IGROV1 121, UO-31 87 and 786-0 102.
Screening ClC(Cl)c1nc(-c2cccnc2)n2nc(-c3ccccc3)cc2n1 returned CAKI-1 -2.3*, TK-10 27, SN12C 42, ACHN -5.0*, NCI/ADR-RES -11*, IGROV1 14, UO-31 60 and 786-0 82.
`O=C(CCC(C(=O)O)N1C(=O)c2ccccc2C1=O)Nc1ccccc1` (configuration not stated) gave CAKI-1 97, TK-10 98, SN12C 97, ACHN 100, NCI/ADR-RES 97, IGROV1 114, UO-31 91 and 786-0 119.
For O=C(CSc1nc2ccccc2[nH]1)Nc1ccc(-c2nc3ccccc3s2)c(Cl)c1 the results were CAKI-1 27, TK-10 30, SN12C 35, NCI/ADR-RES 9.5*, IGROV1 -52*, UO-31 8.2* and 786-0 -73*.
N#Cc1c(-c2cn(-c3ccccc3)nc2-c2ccc(OCc3ccccc3)cc2)[nH]c(=O)[nH]c1=O was read as CAKI-1 96, TK-10 94, SN12C 88, ACHN 102, NCI/ADR-RES 94, IGROV1 93, UO-31 58 and 786-0 84.
For C#C[C@]1(O)CC[C@H]2[C@@H]3CC=C4c5sc(Nc6cccc(C(=O)O)c6)nc5CC[C@]4(C)[C@H]3CC[C@@]21C the results were CAKI-1 87, SN12C 104, ACHN 98, NCI/ADR-RES 102, IGROV1 100, UO-31 90 and 786-0 81.
Screening NS(=O)(=O)c1ccc(Nc2nc(N/N=C/c3ccc(C(F)(F)F)cc3)nc(Nc3ccccc3)n2)cc1 returned CAKI-1 34, TK-10 64, SN12C 43, ACHN 40, NCI/ADR-RES 87, IGROV1 31, UO-31 60 and 786-0 -3.5*.
For Cc1ccc(F)cc1N/C=c1\s/c(=C(\C#N)C(=O)Nc2ccccc2)n(-c2ccccc2)c1=O the results were CAKI-1 20, TK-10 84, SN12C 47, ACHN -20*, NCI/ADR-RES 43, IGROV1 61, UO-31 45 and 786-0 35.
Screening CC(C)NO returned TK-10 99, SN12C 102, ACHN 107, NCI/ADR-RES 107, IGROV1 109, UO-31 93 and 786-0 98.
O=C(CN1CCN(c2cc3c(cc2F)c(=O)c(C(=O)O)cn3C2CC2)CC1)N/N=C/c1ccccc1C(F)(F)F was read as CAKI-1 104, TK-10 96, SN12C 94, ACHN 92, NCI/ADR-RES 93, IGROV1 67, UO-31 63 and 786-0 80.
For c1ccc(CCn2nnc3c(Nc4ccc(N5CCCCC5)cc4)ncnc32)cc1 the results were CAKI-1 81, TK-10 118, SN12C 89, ACHN 94, NCI/ADR-RES 71, IGROV1 105, UO-31 80 and 786-0 88.
For S=C(Nc1ccccc1)Nc1nccs1 the results were CAKI-1 85, TK-10 120, SN12C 100, ACHN 105, NCI/ADR-RES 109, IGROV1 99, UO-31 55 and 786-0 92.
Screening CCN(CC)CCO/N=C1\CC(c2ccc(OC)c(OC)c2)Oc2ccccc21 (configuration not stated) returned CAKI-1 83, TK-10 87, SN12C 99, ACHN 101, NCI/ADR-RES 90, IGROV1 89, UO-31 72 and 786-0 81.
For O=C(NCc1ccccc1)NNC(=O)c1ccc(-n2cc(-c3ccccc3)nn2)cc1 the results were CAKI-1 93, TK-10 108, SN12C 101, ACHN 100, NCI/ADR-RES 106, IGROV1 103, UO-31 94 and 786-0 100.
`O=C(O)CCCCCCCCCCSCc1ccccc1` gave CAKI-1 88, TK-10 96, SN12C 98, ACHN 97, NCI/ADR-RES 95, IGROV1 103, UO-31 90 and 786-0 98.
S=c1n(CN2CCCC2)nc(-c2ccccc2)n1-c1ccccc1 was read as CAKI-1 115, TK-10 110, SN12C 100, ACHN 98, NCI/ADR-RES 103, IGROV1 108, UO-31 95 and 786-0 102.
Screening O=C1[C@H]2Cc3c([nH]c4ccccc34)[C@H](c3ccc(Br)cc3)N2C(=O)CN1C1CCN(CC2CCCCC2)CC1 returned CAKI-1 53, TK-10 121, SN12C 74, ACHN 80, NCI/ADR-RES 75, IGROV1 82, UO-31 45 and 786-0 83.

In the list so far, 2 contain a nitro group on carbon.
For Nc1nc(-c2ccc([N+](=O)[O-])cc2)cc(=O)[nH]1 the results were CAKI-1 95, TK-10 96, SN12C 107, ACHN 102, NCI/ADR-RES 101, IGROV1 115 and UO-31 82.
Screening Cc1cc(C)c([N+](=O)[O-])c(C)c1 returned CAKI-1 108, TK-10 139, SN12C 106, ACHN 99, NCI/ADR-RES 107, IGROV1 121, UO-31 87 and 786-0 102.

Pulled one by one from the entries so far (3):
O=C(CN1CCN(c2cc3c(cc2F)c(=O)c(C(=O)O)cn3C2CC2)CC1)N/N=C/c1ccccc1C(F)(F)F was read as CAKI-1 104, TK-10 96, SN12C 94, ACHN 92, NCI/ADR-RES 93, IGROV1 67, UO-31 63 and 786-0 80.
S=c1n(CN2CCCC2)nc(-c2ccccc2)n1-c1ccccc1 was read as CAKI-1 115, TK-10 110, SN12C 100, ACHN 98, NCI/ADR-RES 103, IGROV1 108, UO-31 95 and 786-0 102.
Screening CCN(CC)CCO/N=C1\CC(c2ccc(OC)c(OC)c2)Oc2ccccc21 (configuration not stated) returned CAKI-1 83, TK-10 87, SN12C 99, ACHN 101, NCI/ADR-RES 90, IGROV1 89, UO-31 72 and 786-0 81.

Next part.
For CCCCCCOc1cc(N)ccc1C(=O)NCCN(CC)CC the results were CAKI-1 98, TK-10 111, SN12C 96, ACHN 99, NCI/ADR-RES 86, IGROV1 93, UO-31 78 and 786-0 98.
For O=C(NC(=O)N1CCN(C(=O)NC(=O)c2ccc(Br)cc2)CC1)c1ccc(Br)cc1 the results were CAKI-1 77, TK-10 100, SN12C 99, ACHN 99, NCI/ADR-RES 95, IGROV1 94, UO-31 101 and 786-0 101.
`N#CC(C#N)=C1NC2(CCCCC2)N=C1N` gave CAKI-1 73, TK-10 100, SN12C 95, ACHN 111, NCI/ADR-RES 99, IGROV1 102, UO-31 92 and 786-0 98.
`c1ccc2c(NCCCn3ccnc3)c3oc4ccccc4c3nc2c1` gave CAKI-1 -8.5*, SN12C -11*, ACHN -7.5*, NCI/ADR-RES 2.5*, IGROV1 -6.9*, UO-31 0.6* and 786-0 2.5*.
Screening COc1cc(C=C2C(=O)NC(=O)NC2=O)cc(CN2CCN(C)CC2)c1O returned CAKI-1 91, SN12C 94, ACHN 102, NCI/ADR-RES 108, IGROV1 108, UO-31 83 and 786-0 110.
CC[C@]12C=CCN3CC[C@@]4(c5cc(C#Cc6cccc(Nc7ncnc8cc(OCCOC)c(OCCOC)cc78)c6)c(OC)cc5N(C)[C@H]4[C@@](O)(C(=O)OC)[C@@H]1OC(C)=O)[C@@H]32 was read as CAKI-1 100, TK-10 112, SN12C 76, ACHN 86, NCI/ADR-RES 87, IGROV1 69, UO-31 54 and 786-0 78.
Screening C[C@H]1[C@H](C)CC[C@]2(C(=O)O)CC[C@]3(C)C(=CC[C@@H]4[C@@]5(C)Cc6c([nH]c7ccccc67)C(C)(C)[C@@H]5CC[C@]43C)[C@H]12 returned CAKI-1 70, TK-10 70, SN12C 91, ACHN 60, NCI/ADR-RES 87, IGROV1 93, UO-31 67 and 786-0 82.
CCN(CCNc1cc(OC)cc2cccnc12)CCc1ccccc1 was read as CAKI-1 85, TK-10 101, SN12C 91, ACHN 84, NCI/ADR-RES 81, IGROV1 95, UO-31 71 and 786-0 87.
Screening CNC(=O)c1cnc(C)nc1-c1cc(C(C)(C)C)c(O)c(C(C)(C)C)c1 returned CAKI-1 97, TK-10 101, SN12C 100, ACHN 101, NCI/ADR-RES 110, IGROV1 103, UO-31 95 and 786-0 89.
COc1ccc(Br)c(C(C)=O)c1 was read as TK-10 89, SN12C 109, ACHN 110, NCI/ADR-RES 100, IGROV1 105, UO-31 91 and 786-0 101.
CCC1([N+](=O)[O-])COC(c2ccc(OC)cc2)OC1 (configuration not stated) was read as CAKI-1 103, TK-10 106, SN12C 106, ACHN 103, NCI/ADR-RES 108, IGROV1 101, UO-31 79 and 786-0 107.
Screening CCOC(=O)C[C@@H]1C(=O)N2CC[C@@]3(C(=O)Nc4ccccc43)[C@@H]2C[C@H]1C(=O)OCC returned CAKI-1 91, TK-10 99, SN12C 96, ACHN 96, NCI/ADR-RES 101, IGROV1 106, UO-31 89 and 786-0 100.
For Cc1cc(Cl)ccc1NC(=O)c1cc2ccccc2cc1O the results were CAKI-1 -5.8*, TK-10 -0.8*, SN12C 3.7*, ACHN 8.7*, NCI/ADR-RES 4.6*, IGROV1 18, UO-31 -2.5* and 786-0 28.
`N#C/C(=C\c1cccs1)C(=O)Nc1ncc(Cc2ccc(Cl)cc2)s1` gave CAKI-1 66, TK-10 95, SN12C 94, ACHN 82, NCI/ADR-RES 87, IGROV1 93, UO-31 75 and 786-0 89.
`CCOC=C(C(=O)OCC)C(=O)OCC` gave CAKI-1 101, TK-10 103, SN12C 105, ACHN 97, NCI/ADR-RES 107, IGROV1 103, UO-31 95 and 786-0 101.
For CCOC(=O)C(C)CCc1ccncc1 (configuration not stated) the results were TK-10 98, SN12C 104, NCI/ADR-RES 100, IGROV1 122, UO-31 101 and 786-0 102.
Screening S=c1[nH]c2nc(Cl)c(Cl)nc2[nH]1 returned CAKI-1 101, TK-10 102, SN12C 102, ACHN 104, NCI/ADR-RES 112, IGROV1 117, UO-31 105 and 786-0 110.
For Cc1cc(Br)ccc1Nc1nc(N)nc(N)c1N=O the results were CAKI-1 127, TK-10 121, SN12C 97, ACHN 119, NCI/ADR-RES 91, UO-31 92 and 786-0 102.
For COC1CC(OC(=O)c2ccc([N+](=O)[O-])cc2)C(COC(=O)c2ccc([N+](=O)[O-])cc2)O1 (configuration not stated) the results were CAKI-1 94, TK-10 124, SN12C 99, ACHN 112, NCI/ADR-RES 108, IGROV1 126, UO-31 96 and 786-0 105.
CO[C@]12C=C/C(=C(/C(=O)OCc3cccnc3)C(=O)CCCCCCCC[C@@]3(OC)C=C/C(=C(/C(=O)OCc4cccnc4)C(=O)CCCCCCCC1)O3)O2 was read as CAKI-1 23, TK-10 39, SN12C 6.0*, ACHN -19*, NCI/ADR-RES 36, IGROV1 2.7*, UO-31 -11* and 786-0 -38*.
For Brc1ccc(C2=Nn3c(Cc4ccccc4)nnc3SC2)cc1 the results were CAKI-1 80, TK-10 90, SN12C 100, ACHN 95, NCI/ADR-RES 93, IGROV1 99, UO-31 60 and 786-0 95.
For CC/C=C\C/C=C\C[C@H]1C/C=C2/C(=O)C=C[C@H]2C/C=C\CCC(=O)O1 the results were CAKI-1 34, TK-10 2.7*, SN12C -10*, ACHN -64*, NCI/ADR-RES 18, IGROV1 3.8*, UO-31 -52* and 786-0 -6.6*.

Screening data as filed in PubChem.
